STAT1 blocker = reduces IFN-gamma driven STAT1 reporter signal | NIH 3T3 STAT1-luciferase reporter, luminescence | inhibition, % at 5.5 µM | 0.35% of 200,000 active | AID 920;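 active = inhibition above a set limit, the mean inhibition across all tested compounds plus 3 SD, cut at about 34% in these data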;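 note: 0% = IFN-gamma with DMSO and 100% = IFN-gamma with 300 µM nifuroxazide; values of inactives mirror those of a sister screen read the other way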
STAT3 activator = STAT3 signaling activation | U3A cells, IL-6 STAT3-luciferase reporter, luminescence; 100% = signal with IL-6 EC80 alone | activation (% of control), % at 5.6 µM | 0.91% of 190,000 active | AID 871;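 active = activation above the screen-wide mean of compound activation plus 3 SD, cut at about 130% in these data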;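 note: 0% = background luminescence of wells with medium and substrate only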
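Material: human STAT1-deficient U3A cells with stable STAT3-luciferase reporter / Probe or stimulus: IL-6 stimulus at 33 ng/mL final / Schedule: 1 h compound pre-exposure, 6 h IL-6 stimulation, 37 °C / Technique: luminescence / Read-out basis: percent of IL-6-only median luminescence / Control set: IL-6-only high control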
FLuc inhib CS = inhibits firefly luciferase, flagging false hits in luciferase inhibition screens | P08659 | ATPLite firefly luciferase biochemical luminescence, 10 min | inhibition, % at 10 µM | 1.5% of 200,000 active;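 active = inhibition above about 50% when tested at 10 µM, limit read from the data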
Target sequence (P08659 whole entry, looked up): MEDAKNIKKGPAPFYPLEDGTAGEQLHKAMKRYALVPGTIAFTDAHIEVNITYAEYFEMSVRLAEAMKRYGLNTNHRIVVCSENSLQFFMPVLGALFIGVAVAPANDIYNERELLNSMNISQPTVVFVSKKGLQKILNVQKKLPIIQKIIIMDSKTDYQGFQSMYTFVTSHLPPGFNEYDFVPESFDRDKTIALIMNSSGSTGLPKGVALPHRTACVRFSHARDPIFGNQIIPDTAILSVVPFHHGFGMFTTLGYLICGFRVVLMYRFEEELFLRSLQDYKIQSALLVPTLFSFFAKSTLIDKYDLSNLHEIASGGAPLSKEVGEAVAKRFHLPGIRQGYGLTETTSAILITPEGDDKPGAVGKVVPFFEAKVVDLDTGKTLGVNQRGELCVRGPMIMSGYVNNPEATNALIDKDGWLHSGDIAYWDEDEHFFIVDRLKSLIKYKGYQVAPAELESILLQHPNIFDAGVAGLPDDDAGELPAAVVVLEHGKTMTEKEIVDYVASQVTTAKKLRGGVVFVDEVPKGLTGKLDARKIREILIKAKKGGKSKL
APP 5UTR inh = APP translation inhibition. SH-SY5Y APP 5'UTR-luciferase reporter, luminescence. inhibition, % at 2 µM. 0.82% of 190,000 active;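 active = inhibition above a set limit, derived from the sample mean plus 3 SD, cut at about 45% in these data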; note: values of inactives mirror those of a sister screen read the other way
NF-kB neuron act = raises NF-kB expression in human neuronal cells | NF-kB reporter expression; active compounds read high | 1.6% of 190,000 active | fold change at 12.5 µM | AID 1239; in the data active = fold change above about 3.3
STAT3 inh = STAT3 signaling inhibition; inhibition, % at 5.5 µM; 0.89% of 190,000 active; AID 862; U3A cells, IL-6 STAT3-luciferase reporter, luminescence; host cell line lacks STAT1;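 active = inhibition above the mean inhibition across all screened compounds plus 3 SD, cut at about 44% in these data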;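 note: 0% = DMSO only wells and 100% = 100 µM nifuroxazide control wells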
STAT1 activator = STAT1 signaling activation. NIH 3T3 STAT1-luciferase reporter, IFN-gamma, luminescence; 100% = IFN-gamma alone, no compound. activation (% of control), % at 5.5 µM. 2.6% of 200,000 active;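 active = activation above the screen-wide mean activation plus 3 SD, cut at about 130% in these data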;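 note: raw ratio to IFN-gamma control signal so 100% means no change and 0% no light; values of inactives mirror those of a sister screen read the other way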
APP 5'UTR act = activates APP 5'UTR luciferase reporter | activation, % at 2 µM | SH-SY5Y APP 5'UTR luciferase reporter, luminescence; zero percent = DMSO vehicle wells | 1% of 190,000 active;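 active = activation above a set limit, based on mean plus 3 SD of controls, cut at about 140% in these data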; note: values of inactives mirror those of a sister screen read the other way
Hsp70 act = Hsp70 transcriptional activation, primary screen; HeLa Hsp70 promoter luciferase reporter, luminescence; scaled: vehicle 0, proteasome-inhibitor control 100%; activation, % at 10 µM; 0.04% of 200,000 active; AID 1203;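 active = activation above the mean across all tested compounds plus 3 SD, cutoff set per campaign, cut at about 5.5% in these data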;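 note: 100% = MG132 at 30 µM as the positive control and 0% = DMSO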
RAM network inh = yeast RAM network inhibition; 1.8% of 190,000 active; S. cerevisiae dse1pr::URA3 reporter, 5-FOA growth OD615, 2 d; analog-sensitive cbk1-as2 kinase mutant strain; inhibition, % at 50 µM; AID 868;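 active = inhibition above a set limit, 3 SD over mean compound inhibition, cut at about 8.4% in these data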;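 note: 0% = DMSO-only wells with no growth and 100% = 10 µM 1-NA-PP1 full growth; inhibition rescues growth on 5-FOA so higher OD means more RAM inhibition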
The depositor's hits bear a star; / = not tested or not shown; & = joins results of further samples.

Sequence of screens – APP 5UTR inh, FLuc inhib CS, Hsp70 act, STAT3 activator, STAT3 inh, STAT1 activator, NF-kB neuron act, STAT1 blocker, RAM network inh, APP 5'UTR act
> Cc1ccc(/C=N/N=C2/NC(=O)C(CC(=O)Nc3ccc(Cl)cc3)S2)o1 (configuration not stated)
 : -6, -2, -0.3, 109, -11, 108, 1, -9, 2.1, 6
> CC(=O)N1c2ccccc2N(Cc2ccc([N+](=O)[O-])cc2)C(=O)C1(C)C
 : -13, -3, -0.4, 109, -8, 107, 1.1, -8, -1.1, 13
> O=c1c2cn[nH]c2[nH]c(=S)n1-c1ccccc1F
 : 1, 2, -0.2, 104, -2, 102, 1, -2, 2.5, -1
> CN(C)c1cc[n+](CC(=O)c2ccc(-c3ccccc3)cc2)cc1
 : 3, -2, 0.3, 85, 22, 74, 0.58, 27, 3.3, -3
> CC(=O)N(CN1C(=O)c2ccc([N+](=O)[O-])cc2C1=O)c1cccc(C(=O)O)c1
 : 6, -2, 0.0, 95, 10, 95, 0.93, 5, 3.9, -6
> O=C(CSc1nnc(CNc2ccc(F)cc2)n1Cc1ccco1)N1CCCC1
 : -23, -12, -0.2, 93, 14, 108, 0.93, -8, 1.1, 23
> COc1ccccc1N(CC(=O)Nc1ccc(S(=O)(=O)N2CCCCC2)cc1)S(C)(=O)=O
 : -6, -8, 0.1, 95, 9, 98, 1.3, 2, 1.5, 6
> O=C(N/N=C(/c1ccccc1)c1ccncc1)c1ccc2c(c1)OCO2
 : 4, -5, -0.1, 94, 11, 101, 0.39, -1, -0.6, -4
> COc1cc(C(=O)Nc2ccc3c(c2)C(=O)c2ccccc2C3=O)cc(OC)c1OC
 : -16, -2, -0.2, 94, 2, 103, 1.1, -3, 5.9, 16
> Cc1nonc1C(=O)N/N=C/c1ccc(O)c(O)c1
 : 1, 4, -0.1, 112, -20, 126, 0.99, -28, 0.2, -1
> O=C(Nc1cccc(N2CCCC2)c1)c1cccs1
 : -52, 3, 0.3, 91, 14, 110, 1.2, -14, 0.7, 51
> COc1cc(C(=O)Oc2ccccc2)ccc1OCc1c(C)noc1C
 : -2, -6, -0.2, 86, 26, 100, 1.2, 0, 3.6, 1
> CCCCCC(=O)Nc1ccc(-c2csc(N)n2)cc1
 : 1, 21, -0.1, 102, 3, 113, /, -17, 0.7, -1
> CCC(C)(CC(=O)N(C)CCC#N)c1ccccc1 (configuration not stated)
 : -12, -4, -0.3, 96, 5, 95, 1.1, 6, 1.3, 12
> O=C(COC(=O)CCSc1ccc(Cl)cc1)NCc1ccc(Cl)cc1
 : -13, 0, -0.4, 101, -6, 98, 1.2, 2, 4.6, 13
> CCOc1ccc(NC(=O)C2CCCN(S(=O)(=O)c3c(C)nn(C)c3C)C2)cc1 (configuration not stated)
 : 3, -6, -0.4, 91, 16, 99, 0.91, 1, 1.4, -3
> CCCCn1c(SCC(=O)Nc2ccc3c(c2)CCC3)nc2ccccc2c1=O
 : 10, 2, -0.3, 104, -5, 101, 1.1, -2, 2.9, -10
> CCOC(=O)C(Cc1ccccc1)c1ccnc2nc(N)nn12 (configuration not stated)
 : 4, -7, 0.5, 93, 13, 100, 1.3, -3, 0.6, -4
> COC(=O)CCC(=O)Nc1cccc2ccccc12
 : -9, -7, -0.2, 103, 0, 99, 1.1, 1, 1.1, 9
> O=C(CSc1nnc(-c2ccccc2F)o1)OCc1ccccc1
 : 10, -3, -0.2, 109, -10, 93, 1.1, 3, 0.8, -10

Record cards, as listed above. Values in the order: APP 5UTR inh, FLuc inhib CS, Hsp70 act, STAT3 activator, STAT3 inh, STAT1 activator, NF-kB neuron act, STAT1 blocker, RAM network inh, APP 5'UTR act
CCC(C)(CC(=O)N(C)CCC#N)c1ccccc1 (configuration not stated) is listed with -12, -4, -0.3, 96, 5, 95, 1.1, 6, 1.3, 12
COC(=O)CCC(=O)Nc1cccc2ccccc12 is listed with -9, -7, -0.2, 103, 0, 99, 1.1, 1, 1.1, 9
CN(C)c1cc[n+](CC(=O)c2ccc(-c3ccccc3)cc2)cc1 is listed with 3, -2, 0.3, 85, 22, 74, 0.58, 27, 3.3, -3

Next section.
Sequence of screens – APP 5UTR inh, FLuc inhib CS, Hsp70 act, STAT3 activator, STAT3 inh, STAT1 activator, NF-kB neuron act, STAT1 blocker, RAM network inh, APP 5'UTR act
> O=C(C1=C(O)C(=O)N(Cc2ccco2)C1c1cccnc1)c1cc2ccccc2o1 (configuration not stated)
 : -6, -8, 0.1, 104, -5, 72, 1.4, 30, -0.8, 6
> COC(=O)CSc1nnc(-c2ccccn2)n1Cc1ccco1
 : -21, -4, 0.2, 98, 7, 97, 1.1, 3, 2.4, 21
> O=C(N/N=C/c1ccc(O)cc1O)c1ccc(CN2C(=O)c3cccc4cccc2c34)cc1
 : 60*, -2, -0.2, 80, 30, 89, 0.97, 11, 1.0, -61
> CCc1cc(-c2n[nH]c(=S)n2CC)cs1
 : 2, 5, -0.1, 95, 6, 93, 1.3, 7, 0.0, -2
> N#Cc1cc2ccccc2nc1SCc1cccnc1
 : -9, -3, -0.3, 96, 12, 97, 1.4, 2, 2.6, 9
> Cc1nc(CN(C)C(=O)c2ccccc2OC2CCN(S(C)(=O)=O)CC2)cs1
 : -3, -6, -0.1, 106, 1, 106, 0.86, -9, -0.1, 3
> CNS(=O)(=O)c1ccc(NC(=O)c2ccc(Cl)cc2Cl)cc1
 : -7, -7, -0.4, 92, 11, 98, 1.4, 1, 1.5, 7
> COc1cc(/C=N/NC(=O)c2ccc(COc3ccccc3Cl)o2)cc(Br)c1O
 : -27, -2, -0.1, 131, -40, 104, 1.1, -4, 6.5, 27
> CCNc1nc(NCC)n2c(SCC(=O)Nc3ccc(C(F)(F)F)cc3[N+](=O)[O-])nnc2n1
 : 3, -1, -0.3, 101, 2, 96, 1.5, 4, 1.1, -3
> COc1cc(OC)c(C2Oc3nc(SC)nnc3-c3ccccc3N2C(C)=O)cc1OC (configuration not stated)
 : -2, -3, 0.1, 105, 4, 102, 0.81, -2, -0.8, 2
> CCCSc1nc(SCC(=O)NCc2ccccc2)c2c3c(sc2n1)COC(C)(C)C3
 : 24, -3, -0.2, 100, 5, 108, 1.2, -9, 4.5, -24
> CC(C)CN(Cc1c(O)ccc2ccccc12)CC(C)C
 : -3, -6, -0.1, 118, -12, 99, 1.1, 0, 2.5, 3
> Cc1ccc(S(=O)(=O)N2CCN(C(=O)COC(=O)COc3ccccc3)CC2)cc1
 : 4, -5, -0.4, 107, -3, 98, 1, 2, 1.5, -5
> O=c1[nH]c(/C=C/c2ccc(OC(F)F)cc2)nc2c1cnn2-c1ccccc1
 : -12, -8, -0.1, 91, 17, 105, 1.4, -7, 2.9, 12
> NC(=O)CCCC1=NS(=O)(=O)c2ccccc2N1
 : -1, -7, -0.3, 100, 3, 98, 1.1, 3, 0.8, 1
> COCCNC(=O)c1cc(Br)ccc1Cl
 : 2, -7, 0.4, 103, 0, 98, 1.3, 2, 0.8, -2
> CCOC(=O)/C(=N\Nc1ccccc1[N+](=O)[O-])c1csc(N)n1
 : -2, -3, 0.0, 93, 13, 102, 0.96, -5, 3.8, 2
> CC1CCCCN1S(=O)(=O)c1coc(C(N)=O)c1 (configuration not stated)
 : 12, -1, -0.1, 104, 5, 96, 0.86, 5, 3.7, -12
> Cc1cc(=O)oc2c1ccc1oc(/C(=N/O)c3ccccc3)c(C)c12
 : -14, -2, -0.2, 92, 12, 103, 1.6, -3, 3.2, 14
> CCOc1ccc(S(=O)(=O)NCCN2CCOCC2)c2ccccc12
 : -9, 1, -0.3, 132, -26, 97, 1.1, 4, 0.8, 9

Results in STAT3 inh, STAT1 blocker and APP 5'UTR act, for some of the entries so far:
Structure,STAT3 inh,STAT1 blocker,APP 5'UTR act
O=c1[nH]c(/C=C/c2ccc(OC(F)F)cc2)nc2c1cnn2-c1ccccc1,17,-7,12
CCCSc1nc(SCC(=O)NCc2ccccc2)c2c3c(sc2n1)COC(C)(C)C3,5,-9,-24

(further entries)
Sequence of screens – APP 5UTR inh, FLuc inhib CS, Hsp70 act, STAT3 activator, STAT3 inh, STAT1 activator, NF-kB neuron act, STAT1 blocker, RAM network inh, APP 5'UTR act
> COc1cc(C(=O)NCCN2C(=O)S/C(=C\c3cccs3)C2=O)cc(OC)c1OC
 : -7, -4, 0.2, 111, -7, 117, 1.1, -21, 2.7, 7
> Cc1cc2c(=O)n(CC(=O)N3CCN(c4ccc(F)cc4)CC3)cnc2s1
 : 7, -5, 0.3, 100, 5, 95, 0.85, 6, 2.1, -7
> CC12CCC(C(=O)O)(C/C1=N\O)C2(C)C (configuration not stated)
 : -13&-13, -4&-3, -0.1&-0.3, 96&101, 8&3, 103&102, 1.1&1.2, -4&-2, 1.0&2.3, 13&13
> COc1ccc(-n2cnnc2SCC(=O)Nc2cccc(S(=O)(=O)N3CCCCC3)c2)cc1
 : -5, -4, -0.3, 118, -16, 107, 1.1, -8, 1.9, 5
> O=C(OCC(=O)N1CCN(C(=O)c2ccco2)CC1)c1ccc(S(=O)(=O)N2CCCCC2)cc1
 : 10, -3, -0.4, 103, 0, 98, 0.97, 2, 2.6, -10
> Cc1snc(SCC(=O)N/N=C(\N)COc2ccc(F)cc2)c1C#N
 : 1, -4, 0.0, 97, 11, 98, 1.1, 2, 1.2, -1
> CC(NS(=O)(=O)c1ccc(CCC(=O)NCC2CCCO2)cc1)c1ccccc1 (configuration not stated)
 : 4, -7, -0.1, 93, 12, 100, 1, 4, 0.8, -4
> O=c1[nH]c(Nc2ccc3c(c2)OCCO3)nnc1Cc1ccc(Cl)cc1
 : 10, -2, -0.2, 108, -6, 97, 1, 3, 5.5, -10
> COc1ccc(C(=O)Nc2ccc(S(=O)(=O)NC(C)(C)C)cc2)cc1[N+](=O)[O-]
 : -7, -4, -0.1, 98, 5, 98, 0.91, 3, 7.8, 7
> O=C(CCc1nnc(CCCCc2ccccc2)o1)NCCC1CCCCO1 (configuration not stated)
 : 17, -8, 0.2, 106, 5, 97, 1.4, 2, -0.9, -17
> O=C(Cn1cc2c(n1)CCCCC2)NC1CCN(Cc2ccccc2)CC1
 : -3, -4, /, /, /, /, 0.99, /, 1.0, 3

Arranged by value in APP 5UTR inh (high to low): some entries from above
SMILES	APP 5UTR inh
COC(=O)CCC(=O)Nc1cccc2ccccc12	-9
COC(=O)CSc1nnc(-c2ccccn2)n1Cc1ccco1	-21
O=C(Nc1cccc(N2CCCC2)c1)c1cccs1	-52
